# Screening data (PubChem)
# IL-1B inflam inh: inhibitors of inflammasome signaling (IL-1 beta secretion); THP-1 LPS/ATP IL-1B secretion, AlphaLISA, 16 h; stronger effect = lower value; activity change, % at 57.5 µM; 360,000 compounds, 4.7% hits; in the data active = activity change below about -50%; inconclusive = mostly about -30% to -49%; also: % is scaled to controls: 0 for no effect and ±100 for the full control effect
#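 THP-1 cells pretreated 1 hr with compounds (up to 57.5 uM final), then stimulated with LPS (250 ng/mL final) plus ATP (1.25 mM final); secreted IL-1B measured by AlphaLISA after 16 hr, decreased signal indicating inhibition.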
# HEK293 tox: cytotoxic in the GLP-1 receptor inverse agonist counter-screen | HEK293 cAMP-luciferase reporter cells, luminescence, 24 h | Potency, µM (doses to about 38.3 µM), for inactives: at the highest dose activity change, negative = inhibition, most hits filed as inhibitors | 410,000 compounds, 0.13% hits;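 also: loss of luciferase light is scored as toxicity; potency is read from the fitted curve at half-maximal effect; % is scaled to controls: 0 for no effect and ±100 for the full control effect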
#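 Step one: seed cells (200 cells/uL, DMEM with 10% Nu serum, 1% pen-strep). Step two: 12-hour incubation at 37 deg C. Step three: pin 23 nL compound, incubate 24 hr. Step four: add luciferase reagent, read luminescence 12 min later.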
# HT1080 IDH1KD tx: HT-1080 IDH1 knockdown cell toxicity (counter line); 360,000 compounds, 2% hits; AID 686971; HT-1080 IDH1 knockdown viability, ATP luminescence, 48 h; Potency, µM (series often up to 46.1 µM), inactives show top-dose activity, negative = toxicity, usual class: cytotoxic;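 also: potency is read from the fitted curve at half-maximal effect; 0% = DMSO wells and -100% = cell-free medium wells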
#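 Knockdown cells (IDH1KD HT-1080) received compounds 2 h after plating at 750 cells/well and were kept 48 h at 37 °C in 5% FBS RPMI. A CellTiter-Glo luminescence read gave % activity for curve fitting.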
# MCF10A rerep: inducers of DNA re-replication in MCF 10A breast cells; Potency, µM (titrated, usually from 46.1 µM), inactives show at the top dose activity, positive = re-replication, most hits filed as activators; 350,000 compounds, 2.9% hits; MCF 10A DNA re-replication, Hoechst nuclear intensity, 48 h; also: potency is read from the fitted curve at half-maximal effect; % of control where 0% means no effect; nearly all actives have a fitted effect of over 50% in size
# SW480 rerep: inducers of DNA re-replication in SW480 colon cancer cells. SW480 DNA re-replication, Hoechst DNA content imaging, 48 h. Potency, µM (series often up to 46.1 µM), for the others: at the top dose re-replication activation, actives largely listed as activators. 340,000 compounds, 1.8% hits; also: potency is read from the fitted curve at half-maximal effect; % of control where 0% means no effect; nearly all actives have a fitted effect of over 55% in size
#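 Per well, 250 cells were exposed to pinned compound for 48 hr. Nuclear DNA was visualised with Hoechst (40 min, 37 C) and total object intensity recorded by fluorescence scanning.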
# HT1080NT lethal: kills 2HG-producing HT-1080-NT fibrosarcoma cells | Potency, µM (series often up to 46.1 µM), for the others: at the highest dose activity, negative = less viability, usual class: cytotoxic | HT-1080-NT fibrosarcoma viability, CellTiter-Glo ATP luminescence, 48 h | 360,000 compounds, 1.6% hits | AID 686970;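 also: NT is the 2HG producing partner of a matched IDH1 knockdown line; potency is read from the fitted curve at half-maximal effect; 0% = DMSO-treated cells and -100% = media-only wells without cells; nearly all actives have a fitted effect of over 55% in size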
#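 HT-1080-NT fibrosarcoma cells (2HG-overproducing), 750 cells/well in RPMI with 5% FBS, dosed after 2 h and incubated 48 h at 37C. CellTiter-Glo luminescence normalized to DMSO and no-cell wells; concentration-response curves fitted and classed.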
# KB-3-1 cytotox: KB-3-1 parental cell cytotoxicity | KB-3-1 viability, CellTiter-Glo ATP luminescence, 72 h | Potency, µM (top dose mostly 46.1 µM), for inactives: top-dose activity change, negative = cytotoxic, usual class: cytotoxic | 400,000 compounds, 1.4% hits; also: potency is read from the fitted curve at half-maximal effect; % is scaled to controls: 0 for no effect and ±100 for the full control effect; nearly all actives have a fitted effect of over 60% in size
#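 Multi-concentration cytotoxicity screen in KB-3-1 cells grown in DMEM lacking phenol red with 10% FBS. After 72 h at 37 °C with compound, ATP-dependent luminescence was recorded.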
# D3 ag: activates the human D3 dopamine receptor | AID 652048 | max activation, % | 410,000 compounds, 0.58% hits | D3R DiscoveRx beta-arrestin cells, luminescence, 90 min | P35462; in the data active = max activation above about 30%; also: 0% is about no effect; mostly tested at two doses, the higher about 12 µM
# Target sequence (P35462 whole entry, looked up): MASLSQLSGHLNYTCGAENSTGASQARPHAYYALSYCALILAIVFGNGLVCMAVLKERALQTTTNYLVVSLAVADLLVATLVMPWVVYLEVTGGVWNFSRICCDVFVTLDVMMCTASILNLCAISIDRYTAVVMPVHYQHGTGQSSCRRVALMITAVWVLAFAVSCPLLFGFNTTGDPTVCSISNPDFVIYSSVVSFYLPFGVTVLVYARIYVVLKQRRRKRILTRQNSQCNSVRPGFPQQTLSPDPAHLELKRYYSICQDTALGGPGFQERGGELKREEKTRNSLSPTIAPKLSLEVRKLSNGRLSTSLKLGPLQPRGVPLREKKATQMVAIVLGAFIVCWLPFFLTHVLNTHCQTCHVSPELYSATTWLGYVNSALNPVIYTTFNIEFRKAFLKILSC
#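 Agonist mode: compounds and dopamine controls were applied to plated cells for 90 min at 37 degrees C after an overnight attachment at 1500 cells/well. Luminescent read-out followed 30 - 60 minutes at room temperature with DiscoveRx detection reagent.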
# KB-V1 MDR tox: kills drug-selected multidrug resistant KB-V1 cells | KB-V1 MDR cells viability, CellTiter-Glo, 72 h | Potency, µM (top dose mostly 46.1 µM), for the others: at the top dose activity change, negative = cytotoxicity, actives largely listed as cytotoxic | 400,000 compounds, 3.4% hits; also: potency is read from the fitted curve at half-maximal effect; % is scaled to controls: 0 for no effect and ±100 for the full control effect; nearly all actives have a fitted effect of over 60% in size
#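 KB-V1, DMEM (no phenol red) + 10% FBS; cpd pin-transferred, titration series; 72 h, 37 degrees C; CellTiter-Glo, luminescence. Data normalized, curve-fit.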
# The depositor's hits bear a star; ? = inconclusive; / = no result given; [ ] = another dose, or the depositor's remark. Unless noted, calls follow the shape of the dose curve; as a rule, active = well fitted curve in the direction sought with a large enough effect; inconclusive = small, poorly fitted or top-dose-only effect, or another doubt; inactive = no such curve, though single readings can be large; an effect the other way counts as inactive or inconclusive.
SMILES,IL-1B inflam inh,HEK293 tox,HT1080 IDH1KD tx,MCF10A rerep,SW480 rerep,HT1080NT lethal,KB-3-1 cytotox,D3 ag,KB-V1 MDR tox
COCCN(C(=S)Nc1ccc(C(C)C)cc1)C(C)c1cccs1 (configuration not stated),-20,-2%,0%,?,-6%,12%,-4%,-13,0%
COc1cc(NC(=O)COC(=O)c2cnc(C)cn2)c(C)cc1[N+](=O)[O-],14,1%,5%,-2%,-113%[inhibitor],10%,2%,3,20%
CC(=O)c1ccc(-c2ccc(C(=O)NC3CC(C)(C)NC(C)(C)C3)o2)cc1,-56*,1%,1%,7%,-3%,2%,6%,1,0%
CCN(C(=O)COC(=O)C1CC1)c1c(N)n(Cc2ccccc2)c(=O)[nH]c1=O,-23,2%,0%,14%,-10%,-10%,6%,25,14%
Cc1cc(Cl)ccc1OCC(=O)NCCCN1CCOCC1,3,-3%,5%,1%,-6%,4%,0%,-4,9%
Cc1oc2ccc(OCc3ccc(F)cc3)cc2c1C(=O)O,21,-14%,12%,0%,-5%,0%,-8%,22,11%
CCN(CC)S(=O)(=O)c1ccc2c(c1)N(CC(=O)NCc1ccccn1)C(=O)CO2,-8,-5%,8%,-1%,-13%,0%,-1%,1,-20%
NC(=O)CC(NC(=O)Cc1ccc(Br)cc1)c1ccc(NCCc2cccc(F)c2)c([N+](=O)[O-])c1 (configuration not stated),-4,-17%,1%,-10%,1%[9.22 µM],0%,2%,-9,22%
CS(=O)(=O)N(CC(=O)NCC1CCCO1)c1ccc(Cl)c(Cl)c1 (configuration not stated),18,8%,24%,24%,-10%,0%,2%,2,-25%
CCOC(=O)C1=C(CS(=O)(=O)c2ccc(C)c(C)c2)NC(=O)NC1c1ccccc1OCC (configuration not stated),/,2%,/,/,/,/,0%,-7,5%
Cc1ccc2c(CSc3nc4ccccc4c(=O)n3CCCO)cc(=O)oc2c1C,-4,-9%,?,?,-1%,?,0%,2,2%
COc1ccc(C(c2nnnn2C(C)(C)C)N2CCN(C)CC2)cc1OC (configuration not stated),12,-5%,20%,5%,-2%,4%,-1%,-2,2%
O=C(CN1C(=O)NC2(CCCC2)C1=O)Nc1cc(Cl)ccc1N1CCCCC1,0,-15%,4%,17%,1%,1%,-6%,1,?
Nc1nc(SC2c3cccc4cccc(c34)C2NS(=O)(=O)c2ccccc2)n[nH]1 (configuration not stated),?,-12%,-13%,1%,-1%,-1%,11%,6,8%
COc1ccc(CN(C(=O)c2ccco2)C2CC(C)N(C)CC2C)cc1 (configuration not stated),-2,-5%,15%,-2%,-3%,12%,2%,8,-2%
CCCCN(CC)CCNC(=O)C1c2cc(OC)c(OC)cc2C(=O)N2CCc3ccccc3C12 (configuration not stated),0,-6%,-1%,-4%,0%,6%,-1%,3,4%
CCOC(=O)c1cc(-c2ccccc2)n(-c2cccc(C(=O)Nc3cccc(F)c3)c2)c1C,/,-19%,/,/,/,/,-27%,-3,-5%
CC(C)(C)NC(=O)NC(=O)C[n+]1ccc(Cc2ccc([N+](=O)[O-])cc2)cc1,?,-11%,-23%,10%,18%,-18%,?,19,17%
O=C(O)c1ccccc1-c1ccccc1C(=O)Nc1ccc2oc(=O)c3ccccc3c2c1,-13,-6%,3%,/,/,-16%,13%,6,?
CC(C)(C)c1ccc(OCCC(=O)Nc2cccc(S(=O)(=O)N3CCCCC3)c2)cc1,?,-8%,?,7%,16%,-29%,?,-6,21µM*
C(=NOCCc1ccccc1)c1ccncc1,-23,3%,-3%,0%,6%,2%,-4%,-10,0%
Cc1cc2nnc(SCC(=O)OC(C)C)n2c2ccccc12,20,7%,-7%,4%,11%,-8%,-24%,1,-8%
CC(C)Cn1c(O)c(/C=C2\C=NN=C2c2ccccc2)sc1=S,-89*,?,3%,23µM*,?,-17%,-1%,4,?
O=C1NN(c2ccc(Cl)c(Cl)c2)C(=O)/C1=C/c1ccc(-c2ccccc2C(=O)O)o1,-5,-17%,5%,?,-4%,-12%,3%,-4,-1%
CCCCCn1c(=O)[nH]c2cc(C(=O)NCc3ccc(C)cc3)ccc2c1=O,/,0%,/,/,/,/,5%,10,17%
CN1C(=S)SC(/[N+]([O-])=C/c2ccc(Cl)cc2)C1(C)C (configuration not stated),16,-8%,9%,0%,0%,26%,2%,3,-12%
Cc1cc(Cl)cc(Br)c1OCCCN1C(=O)NC(C)(C)C1=O,-2,3%,5%,10%,6%,-4%,?,2,18µM*
CCOC(=O)C1CCN(C(=O)c2cc(S(=O)(=O)N3CCOCC3)c(Cl)cc2Cl)CC1,11,2%,6%,0%,6%,-1%,7%,-7,-12%
COc1ccc(C2=Nn3c(nnc3-c3ccncc3)SC2)cc1OC,?,4%,?,?,16µM*,?,?,-3,2%
O=C(NCCN1CCOCC1)c1ccc(CS(=O)(=O)c2ccc(Cl)cc2)o1,10,-3%,7%,-3%,-5%[9.22 µM],12%,-13%,1,?
Cc1ccc(-c2nc3ccccc3s2)cc1NC(=S)NC(=O)c1ccccc1,40,1%,-1%,13µM*,4%,2%,4%,3,15%
O=C(NCc1ccco1)c1c[nH]c2ccc(S(=O)(=O)N3CCOCC3)cc2c1=O,4,18%,-2%,-4%,-10%,-2%,-4%,-5,20%
Cc1ccc(C(=O)Oc2ccc(/C=N/NC(N)=O)cc2)cc1,19,-15%,-1%,1%,-6%,-2%,-2%,2,11%
CCc1cccc(OCCCCNCCO)c1,-2,-4%,3%,2%[9.22 µM],0%[9.22 µM],1%,4%,-8,13%
CCOc1ccc(-c2nnc(SCC(=O)Nc3cc(C)ccc3OC)o2)cc1,/,8%,/,/,/,/,0%,-10,-1%
Cc1cccn2c(=O)c(/C=C(\C#N)S(=O)(=O)c3ccccc3)c(N3CCCCC3)nc12,44,4%,1%,1%,-15%,0%,5%,3,0%
CC(C)CN(C(=O)COC(=O)c1c2c(nc3ccccc13)CCC2)c1c(N)n(Cc2ccccc2)c(=O)[nH]c1=O,-51*,-11%,-19%,-2%,15%,0%,/,-18,/
CCc1ccccc1NC(=O)Nc1cc(C(=O)NCc2ccc(C)cc2)ccc1N1CCCC1,/,-5%,/,/,/,/,-34%,1,-5%
CCCn1nc(C(=O)Nc2cc(OCC)c(N3CCOCC3)cc2OCC)c2ccccc2c1=O,-17,-19%,1%,?,-5%,2%[9.24 µM],-1%,9,-25%
Cc1ccc(NC(=O)COC(=O)c2ccc(CN3CCCC3=O)cc2)c(Cl)c1,8,-3%,2%,3%,-1%,0%,/,1,/

# Continued, overlapping the part above by 4 compounds.
SMILES,IL-1B inflam inh,HEK293 tox,HT1080 IDH1KD tx,MCF10A rerep,SW480 rerep,HT1080NT lethal,KB-3-1 cytotox,D3 ag,KB-V1 MDR tox
CC(C)CN(C(=O)COC(=O)c1c2c(nc3ccccc13)CCC2)c1c(N)n(Cc2ccccc2)c(=O)[nH]c1=O,-51*,-11%,-19%,-2%,15%,0%,/,-18,/
CCc1ccccc1NC(=O)Nc1cc(C(=O)NCc2ccc(C)cc2)ccc1N1CCCC1,/,-5%,/,/,/,/,-34%,1,-5%
CCCn1nc(C(=O)Nc2cc(OCC)c(N3CCOCC3)cc2OCC)c2ccccc2c1=O,-17,-19%,1%,?,-5%,2%[9.24 µM],-1%,9,-25%
Cc1ccc(NC(=O)COC(=O)c2ccc(CN3CCCC3=O)cc2)c(Cl)c1,8,-3%,2%,3%,-1%,0%,/,1,/
Cc1cc(/C=C2\C(=N)N3N=C(C(C)C)SC3=NC2=O)c(C)n1Cc1ccccc1,-1,7%,6%,0%,-85%[inhibitor],3%,11%,-13,16%
Cc1ccc(CN(C)C(=O)c2cccc(S(=O)(=O)N3CCN(c4ccccc4)CC3)c2)cc1,?,-11%,-26%,-1%,9%,-6%,?,-3,18µM*
C=CCOc1cccc(C2C(C(=O)c3ccc(C)o3)=C(O)C(=O)N2c2nccs2)c1 (configuration not stated),8,3%,-2%,?,0%,-6%,?,-5,?
CCCCN=C1CC(C)(C)CC(=O)/C1=C(/O)CCCN1C(=O)c2ccccc2C1=O,-24,-5%,2%,-2%,-1%,4%,15%,3,?
CCCN1CCN(C(=O)C2CCN(S(=O)(=O)c3c(C)noc3/C=C/c3ccc(C)cc3)CC2)CC1,?,?,?,?,16µM*,16µM*,26µM*,-6,?
CC(C)(C)c1nnc(NC(=O)Cc2ccc(Br)cc2)s1,3,7%,7%,?,1%,7%,2%,-3,-8%
CCOC(=O)CN(C(=O)CNC(=O)c1ccco1)C(C(=O)NC1CCCCC1)c1cccnc1 (configuration not stated),9,-18%,5%,1%,-6%,9%,?,2,?
Nc1[nH]c(C(=O)c2ccccc2)c(-c2ccc(Cl)cc2Cl)c1C(=O)c1ccc(Br)cc1,0,4%,1%,/,/,12%,-15%,1,?
C[C@]12c3[nH]c4ccc(Cl)cc4c3CCN1C(=O)[C@@H](CC(=O)NCCC1=CCCCC1)C[C@@H]2C(=O)N1CCCCC1,-9,11%,0%,7%,-3%,0%,17%,9,-4%
COc1ccc(C(=O)C(OC(=O)CNC(=O)c2ccco2)c2ccccc2)cc1 (configuration not stated),-6,3%,11%,7%,0%,25%,9%,1,0%
COC(=O)c1cc(-c2cccc(OC)c2)n[nH]1,0,0%,21%,-3%,0%,19%,-8%,-2,10%
CC(=O)c1c(-c2ccc(Cl)cc2)c2ccccc2[nH]c1=O,-6,6%,-2%,-17%,-24%,-1%,15%,5,?
CNS(=O)(=O)c1cn(CC(=O)NCc2cccc(OC)c2)cc1S(=O)(=O)NC,27,0%,8%,-1%,-6%,-3%,-3%,10,-1%
COc1cc(OC)c(-c2nn3c(-c4ccco4)nnc3s2)cc1OC,-18,-3%,-12%,2%,-5%,-5%,?,0,?
